# High-throughput results (PubChem)
# RORgamma inh – inhibitors of mouse ROR gamma transcriptional activity; Drosophila S2 Gal4-RORgamma UAS-luciferase reporter, 20 h; Potency, µM (titrated, usually from 53.6 µM), for inactives: at the highest dose activity change, negative = inhibition, usual class: inhibitors; 310,000 tested, 5.4% active; AID 2551; also: % is scaled to controls: 0 for no effect and ±100 for the full control effect; nearly all actives have a fitted effect of over 60% in size
#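 ROR gamma transcriptional activity was tracked as Gal4-UAS luciferase output in stably transfected Drosophila Schneider cells, with compound added 1 hr before 700 uM copper sulfate induction and a 20 hr ambient-temperature incubation.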
# uPA surface inh – blocks generation of uPA at the cell surface; cell surface uPA generation assay, qHTS; Potency, µM (doses to about 38.3 µM), for inactives: at the top dose activity change, negative = inhibition, usual class: inhibitors; 330,000 tested, 0.31% active; AID 540303; active = well fitted inhibition curve with a large enough effect; inconclusive = small, poorly fitted or top-dose-only effect; inactive = no such curve, though single readings can be large or run the other way; tested in mouse RAW 264.7 cells; also: % is scaled to controls: 0 for no effect and ±100 for the full control effect; nearly all actives have a fitted effect of over 55% in size
# ELG1 genotoxic – induces genotoxicity in HEK293T cells with luciferase-tagged ELG1 | HEK293T ELG1-luciferase reporter, luminescence, 16 h | Potency, µM (highest dose often 46 µM), without a hit: top-dose activity change, positive = activation, usual class: activators | 330,000 tested, 1.3% active; also: % of control where 0% means no effect; nearly all actives have a fitted effect of over 60% in size
#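 Genotoxic stress is detected as increased luminescence from luciferase-tagged ELG1 in HEK293T cells, measured with ONE-Glo after a 16 hr treatment at 37 °C.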
# MBNL1 CUG block – blocks human MBNL1 binding to CUG repeat RNA; AID 2675; Q9NR56; 280,000 tested, 0.036% active; TR-FRET MBNL1-His/biotin-(CUG)12 binding, 665/545 ratio; Potency, µM (titrated, usually from 57.5 µM), inactives show top-dose activity change, negative = inhibition, hits mostly inhibitors; active = well fitted inhibition curve with a large enough effect in the signal ratio, with a control signal flat, not every such curve was filed as active; inconclusive = small, poorly fitted or top-dose-only effect, or effect the other way, or a change in a side signal; inactive = no such curve, though single readings can be large or run the other way; the % refers to the signal ratio; also: % is scaled to controls: 0 for no effect and ±100 for the full control effect
# Target sequence (Q9NR56 whole entry, looked up): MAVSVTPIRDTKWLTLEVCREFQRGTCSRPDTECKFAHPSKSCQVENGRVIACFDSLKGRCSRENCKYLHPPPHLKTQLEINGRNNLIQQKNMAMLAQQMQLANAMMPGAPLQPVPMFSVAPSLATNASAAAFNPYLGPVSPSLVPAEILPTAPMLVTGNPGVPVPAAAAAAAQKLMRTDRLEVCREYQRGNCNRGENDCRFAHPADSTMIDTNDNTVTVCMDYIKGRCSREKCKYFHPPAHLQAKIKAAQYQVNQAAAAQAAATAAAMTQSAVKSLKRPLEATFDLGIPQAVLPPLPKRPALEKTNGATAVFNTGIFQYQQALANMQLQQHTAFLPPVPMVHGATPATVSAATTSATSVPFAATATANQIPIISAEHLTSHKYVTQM
#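 TR-FRET readout: Ex 340 nm, 665/545 nm emission ratio, normalized to buffer-only (basal) and MBNL1-(CUG)12 controls. Complex of MBNL1-His with Biotin-(CUG)12, compounds 92 nM–58 uM, incubated 60 min at room temperature.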
# NPC1 promoter act – activators of NPC1 promoter; 320,000 tested, 2.4% active; AID 485313; Huh7 NPC1 promoter luciferase reporter, 24 h; Potency, µM (top dose mostly 9.22 µM), for the others: at the top dose activation, actives largely listed as activators;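 also: % of control where 0% means no effect; nearly all actives have a fitted effect of over 60% in size; reporter is driven by a mutant NPC1 promoter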
#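 NPC1 promoter–luciferase Huh7 cells; 24 h compound; luminescence.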
# FLuc modulator – inhibits or activates purified firefly luciferase, miR-21 counter-screen; P08659; purified FLuc, Km substrates, luminescence inhibition; Potency, µM (top dose mostly 57.5 µM), for the others: at the highest dose activity change, negative = inhibition, hits mostly inhibitors; 360,000 tested, 6.9% active; AID 588342;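 also: plate controls were vehicle for no effect and reference inhibitor for full effect; nearly all actives have a fitted effect of over 55% in size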
# Target sequence (P08659 whole entry, looked up): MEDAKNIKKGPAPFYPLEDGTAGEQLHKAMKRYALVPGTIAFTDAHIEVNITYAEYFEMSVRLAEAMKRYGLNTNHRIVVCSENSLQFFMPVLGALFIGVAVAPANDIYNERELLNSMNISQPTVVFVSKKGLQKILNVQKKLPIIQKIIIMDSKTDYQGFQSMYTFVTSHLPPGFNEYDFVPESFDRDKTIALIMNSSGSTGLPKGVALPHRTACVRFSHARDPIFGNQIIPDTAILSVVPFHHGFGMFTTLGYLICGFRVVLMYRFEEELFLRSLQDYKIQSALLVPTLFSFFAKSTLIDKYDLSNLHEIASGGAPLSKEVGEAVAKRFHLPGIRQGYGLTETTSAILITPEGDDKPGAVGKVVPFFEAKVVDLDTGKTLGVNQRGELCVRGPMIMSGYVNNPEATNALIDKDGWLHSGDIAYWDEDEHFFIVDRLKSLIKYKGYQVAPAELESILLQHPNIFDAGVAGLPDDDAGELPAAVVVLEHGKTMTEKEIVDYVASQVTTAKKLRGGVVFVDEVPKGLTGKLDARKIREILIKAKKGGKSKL
#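 Purified P. pyralis luciferase (10nM final) with 10uM D-luciferin and 10uM ATP (Km levels) in 50mM Tris acetate pH 7.5, 10mM Mg acetate, 0.01% Tween-20, 0.05% BSA; qHTS 6-point titration, ~60 µM downward; luminescence read.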
# Rab9 prom act – Rab9 promoter activation | Huh7 Rab9 promoter-luciferase reporter, luminescence, 24 h | Potency, µM (highest dose often 9.22 µM), for the others: at the highest dose activation, negative = inhibition, actives largely listed as activators | 320,000 tested, 2.8% active | AID 485297; also: % of control where 0% means no effect; nearly all actives have a fitted effect of over 60% in size
#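 Huh7 cells stably carrying Rab9 promoter–luciferase reporter, plated 1500 cells/well, compound added after 2 h and incubated 24 h at 37 °C; luciferase luminescence then read after 10 min with detection reagent.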
# MLL CXXC-DNA inh – MLL CXXC-DNA interaction inhibition. Q03164. MLL-CXXC / FITC-HOXA9 DNA fluorescence polarization. Potency, µM (titrated, usually from 115 µM), without a hit: at the top dose activity change, negative = inhibition, hits mostly inhibitors. 290,000 tested, 0.037% active. AID 2662; active = well fitted inhibition curve with a large enough effect in the polarisation, with a control signal flat, not every such curve was filed as active; inconclusive = small, poorly fitted or top-dose-only effect, or effect the other way, or a change in a side signal; inactive = no such curve, though single readings can be large or run the other way; the % refers to the polarisation
#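 Purified MLL-CXXC (added from a 7 uM solution) was preincubated 5 min at ambient with pinned compounds in 50 mM Tris-HCl pH 7.5, 50 mM NaCl, 1 mM DTT, 0.05% BSA. Fluorescein-labeled HOX-A9 DNA (50 nM solution) followed, 30 min, then polarization read.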
# p53 reactivation – restores transcriptional activity of mutant p53 | H1299 p53-A138V BP100-luciferase reporter, luminescence, 24 h | Potency, µM (doses to about 92.2 µM), inactives show top-dose activity change, positive = activation, actives largely listed as activators | 320,000 tested, 0.063% active | AID 504706; also: % of control where 0% means no effect; nearly all actives have a fitted effect of over 45% in size
#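 p53-null H1299 cells stably carrying temperature-sensitive p53-A138V and a BP100-luciferase reporter were pinned with compounds (4-point, 1:5 series) and held 24 hrs at 37 deg C. Luminescence was read 10 min after detection reagent.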
# BRCA1 expr act – BRCA1 expression activation; MCF7-BRCA1-FFLuc reporter, luminescence, 48 h; response scale: scaled: vehicle 0%, 10 µM genistein 100%; Potency, µM (top dose mostly 46.1 µM), for the others: top-dose activation, most hits filed as activators; 380,000 tested, 1.1% active; AID 624202; also: nearly all actives have a fitted effect of over 80% in size; some results filed as inactive show a strong effect at the top dose
#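 Using MCF7 cells harboring a BRCA1 firefly luciferase reporter, plated 2 h before compound pinning, the screen measured luminescence after 48 h incubation. Responses were normalized to DMSO and 10 microM genistein, then fitted for concentration-effect.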
# VP16 counter – counter-screen for ROR gamma inhibitors: Gal4-VP16 reporter; Drosophila S2 Gal4-VP16 UAS-luciferase, luminescence, 20 h; Potency, µM (highest dose often 53.6 µM), without a hit: at the highest dose activity, negative = inhibition, hits mostly inhibitors; 310,000 tested, 3.5% active; AID 2546;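 also: Gal4-VP16 expression switched on by copper sulfate through the metallothionein promoter; % is scaled to controls: 0 for no effect and ±100 for the full control effect; nearly all actives have a fitted effect of over 50% in size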
# Numbers without * were called inactive; ? = inconclusive; · = no result given; [ ] = another dose, or the depositor's remark. Unless noted, calls follow the shape of the dose curve; as a rule, active = well fitted curve in the direction sought with a large enough effect; inconclusive = small, poorly fitted or top-dose-only effect, or another doubt; inactive = no such curve, though single readings can be large; an effect the other way counts as inactive or inconclusive. Potency is read from the fitted curve at half-maximal effect. This is a subset, so the mix of outcomes need not match the whole.
SMILES,RORgamma inh,uPA surface inh,ELG1 genotoxic,MBNL1 CUG block,NPC1 promoter act,FLuc modulator,Rab9 prom act,MLL CXXC-DNA inh,p53 reactivation,BRCA1 expr act,VP16 counter
CC[N+](CC)(CC)CCC(O)(c1ccccc1)C1CCCCC1 (stereo not given),·,5.3%,-6.7%,·,-1.7%,0.5%,-0.4%,·,4.7%,22.1%,·
O=C(Nc1nnc(C(F)(F)F)s1)c1cccnc1,17.7%,·,12.4%,?,?,12µM*,4.47µM*,-3.3%,?,37.2%,-7.7%
CC(C)CCc1noc(CN(CC2CCC2)CC2CCCO2)n1 (stereo not given),-4.7%,2.4%,1.6%,-8.8%,-0.3%,3.1%,1.4%,2.8%,5.0%,7.6%,5.9%
COc1cc(NCc2ccccc2)c2ncn(C(C)C)c2c1,·,2.2%,3.5%,·,13.5%,1.9%,1.8%,·,-7.2%,-31.1%,·
O=C(CC1C(=O)NCCN1Cc1cccc(Oc2ccccc2)c1)NCC1CCOCC1 (stereo not given),9.4%,10.8%,-4.1%,2.9%,0.6%,6.5%,-4.3%,-3.6%,-4.6%,-2.0%,-11.5%
C/C=C/c1c(F)c(F)c(Oc2ccc(C(=O)O)cc2)c(F)c1F,15.5%,·,6.9%,0.8%,1.2%,2.4%,16.9%,16.8%,-6.8%,2.1%,14.7%
CC(C)CN(C(=O)c1cc2ccccc2o1)c1c(N)n(CC(C)C)c(=O)[nH]c1=O,-32.3%,4.8%,-7.9%,-17.2%,-6.4%,-0.2%,-2.0%,-2.3%,-4.9%,-17.2%,0.2%
CCOc1ccc2c(c1)N(C(=O)CN1C(=O)CCC1=O)C(C)(C)C=C2C,-2.7%,-3.0%,-0.2%,6.1%,-5.4%,1.8%,3.6%,1.1%,6.5%,5.3%,4.0%
O=C(Nc1sc2c(c1C(=O)O)CCCCC2)c1cccnc1,-1.8%,8.9%,5.9%,2.3%,25.1%,16.9µM*,28.1%,-8.0%,·,?,-0.1%
COc1cc(SC)ccc1C(=O)NCCCOC(C)C,?,-6.7%,17.6%,6.0%,-0.2%,-1.8%,7.0%,1.5%,5.3%,26.9%,10.7%
O=C(c1sccc1-c1ccccc1)N1CCN(S(=O)(=O)c2ccccc2)CC1,-29.3%,10.1%,-6.4%,-3.6%,-8.7%,-1.8%,2.8%,-0.9%,-5.0%,-19.8%,9.7%
COc1ccc(N2CCN(C(=O)CCC(=O)N3CCOc4ccc(Cl)cc43)CC2)cc1,?,7.2%,-4.6%,-5.7%,0.6%,0.8%,-1.1%,·,-1.1%,-40.5%,2.5%
COc1cc(C(=O)Nc2ccccc2N2CCOCC2)ccc1OCc1c(C)noc1C,34.0%,0.0%,-2.4%,-1.3%,-0.1%,-3.2%,0.1%,-0.6%,-7.8%,-9.0%,-11.7%
Oc1cccc(C2c3[nH]c4ccccc4c3CCN2Cc2ccc3c(c2)CCO3)c1 (stereo not given),8.7%,·,-2.1%,7.8%,-1.7%,5.4%,-1.0%,15.2%,0.1%,-73.7%,-8.0%
Nn1cnnc1SCC(=O)N1CCc2ccccc2C1,·,2.3%,0.8%,·,-1.1%,9.8%,1.3%,·,-6.9%,18.3%,·
O=C(N/N=C\c1cc(Br)c(Br)o1)C1COc2ccccc2O1 (stereo not given),?,1.7%,-2.5%,13.5%,-2.3%,?,-1.6%,9.6%,-1.8%,-37.3%,?
O=S(=O)(c1ccc(Cl)cc1)N1CCCN(c2ccc(C(F)(F)F)cn2)CC1,?,9.0%,-5.2%,-7.8%,-2.0%,1.2%,-3.3%,4.6%,2.0%,-31.1%,-4.4%
CCOC(=O)c1nc(N)c(=O)n(-c2ccccc2)n1,2.8%,-0.7%,-0.3%,22.0%,-2.4%,5.3%,-7.9%,21.1%,26.3%,0.0%,-8.5%
CCOC(=O)c1c(NC(=O)CN2CCCCC2)sc2c1CCC(C=O)=C2Cl,-32.1%,1.1%,0.9%,-13.2%,-10.3%,-0.7%,-13.8%,1.3%,3.4%,-2.5%,-0.7%
O=C(Nc1cc(S(=O)(=O)N2CCOCC2)ccc1N1CCOCC1)c1cnccn1,?,-2.6%,-0.5%,-1.4%,0.4%,-0.5%,-3.1%,-1.7%,-2.9%,-14.8%,-2.3%
Cc1cc(C)c2c(=O)[nH]n(C3CCCCCC3)c2n1,-0.6%,2.3%,4.3%,-6.5%,-5.0%,-10.1%,-7.7%,2.9%,3.3%,-18.9%,-3.9%
CCN1CCN(c2cc(C)c3cc(NC(=S)N4CC(C)CC(C)C4)ccc3n2)CC1 (stereo not given),?,-5.3%,-6.2%,-0.8%,-8.3%,-10.2%,-2.2%,15.2%,17.8%,-18.7%,-28.8%
Cn1c(=O)oc2cc(C(=O)c3ccccc3)ccc21,3.1%[0.365 µM],-3.6%,13.6%,-1.4%,-2.2%,?,2.7%,4.1%,-4.3%,19.6%,·
COc1ccc(C(=O)Nc2c(C)csc2C(=O)O)cc1,3.1%,0.9%,0.1%,2.4%,2.0%,?,-3.8%,5.9%,-3.1%,-13.6%,3.3%
Cc1onc(-c2ccccc2)c1C(=O)N/N=C/c1ccc(O)c([N+](=O)[O-])c1,20.7%,-2.1%,-9.0%,?,-5.3%,-2.0%,-0.2%,10.0%,-3.4%,15.2%,-3.4%
# Further compounds follow:
SMILES,RORgamma inh,uPA surface inh,ELG1 genotoxic,MBNL1 CUG block,NPC1 promoter act,FLuc modulator,Rab9 prom act,MLL CXXC-DNA inh,p53 reactivation,BRCA1 expr act,VP16 counter
COC(=O)c1cc(C)sc1NC(=S)N1CCN(CCc2ccccc2)CC1,-15.7%,3.2%,-4.2%,?,0.1%,-3.8%,-1.9%,-7.3%,0.2%,-9.4%,3.4%
O=c1[nH]c(NC2CCN(S(=O)(=O)c3ccccc3C(F)(F)F)CC2)nc2c1CCCC2,8.6%,18.2%,-11.3%,-0.7%,-4.3%,4.3%,-5.6%,4.6%,14.3%,-66.3%,-0.7%
Cc1cccc(NC(=S)NCc2ccc(F)cc2)c1,?,8.0%,-1.2%,1.0%[11.5 µM],4.2%,-5.8%,-1.1%,-6.1%,-4.5%,-11.4%,12.6µM*
CNC(=O)C1=C(C)NC(=S)NC1c1cccs1 (stereo not given),-6.6%,0.6%,1.5%,8.0%,-1.7%,1.2%,-2.9%,1.0%,-0.8%,-0.7%,-5.3%
COC(=O)CCC(=O)NNC(=O)c1ccc(Br)cc1,19.4%,4.4%,-0.3%,-17.3%,0.1%,-2.5%,11.2%,4.1%,10.2%,-5.8%,-15.8%
O=C(C(=O)N1CCCC1)c1c(-c2ccccc2)[nH]c2ccccc12,-9.0%,1.3%,0.3%,-8.1%,0.8%,-1.0%,0.0%,6.2%,-6.8%,20.1%,11.2%
COc1ccc(Cc2nnc(NC(=O)C3CC(=O)N(c4ccc(OC)cc4)C3)s2)cc1 (stereo not given),27.5%,-0.4%,-1.5%,1.2%,-4.3%,-2.3%,-2.9%,6.0%,-3.6%,-2.1%,-0.4%
Cc1noc(C)c1CSc1ncnc2sc3c(c12)CCC3,-38.4%,·,0.1%,-0.2%,-3.3%,-0.6%,4.1%,2.8%,0.2%,·,-6.9%
Cn1c(NC(=O)CCC2CCCCC2)cc(=O)n(C)c1=O,4.5%,?,3.26µM*,17.8%,3.98µM*,5.36µM*,1.41µM*,-0.8%,?,2.24µM*,?
Cc1ccc(NC(=O)CCCCCN2C(=O)c3ccccc3C2=O)nc1,19.5%,-1.1%,-1.3%,?,0.3%,0.0%,-4.0%,2.6%,0.3%,2.2%,?
O=C(O)COc1ccc2oc3c(c2c1)CCCC3,-18.6%,6.5%,-2.2%,-2.9%,2.2%,?,-3.8%,-19.0%,·,-14.5%,-6.4%
CC(C)CCOC(=O)/C(=C/c1ccco1)NC(=O)/C=C/c1ccccc1,-27.7%,5.6%,-4.2%,7.6%,-2.1%,-0.3%,-1.9%,-2.6%,0.5%,0.3%[1.84 µM],-0.3%
CCC/C(=N\NC(=O)C1CCCC1)c1ccccc1,16.8%,-0.5%,0.0%,0.1%,-4.8%,0.5%,-1.2%,-9.8%,18.6%,25.8%,5.6%
C=CCc1ccccc1OCC(=O)N/N=C/c1ccc(OC(C)=O)cc1OC(C)=O,7.08µM*,-13.6%,1.7%,-1.8%[11.5 µM],-17.1%,0.6%,-24.9%,0.6%,20.1%,-95.0%[inhibitor],?
